inhibitors of VEEV: inhibitors of VEEV TC-83 cytopathic effect, confirmation, Vero cells (AID 588727); Vero cells, VEEV TC-83 cytopathic effect inhibition; higher % means a stronger effect; inhibition, % at 20 µM, or IC50 in µM where a hit was titrated; 350,000 compounds, 0.13% hits; in the data active means a potency from the dose series; inconclusive means inhibition mostly from about 14% at the one dose, without a potency; inactive means the rest, 99 in 100 with inhibition below about 12%; further: strong numbers were not always called active
M. tuberculosis: growth inhibition of non-replicating M. tuberculosis (AID 488890). inhibition, % at 25 µM; hits with a dose series show IC50 in µM. Mycobacterium tuberculosis non-replicating, growth inhibition; higher % means a stronger effect. 320,000 compounds, 0.39% hits; in the data active means a potency from the dose series; inconclusive means inhibition mostly from about 82% at the one dose, without a potency; inactive means the rest, 99 in 100 with inhibition below about 76%;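 further: plate controls were DMSO cells for no effect and high antibiotic wells for full effect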
PhoP GFP inhibition: PhoP regulon inhibitors, Salmonella typhi PhoP promoter GFP reporter, confirmatory (AID 1850). Salmonella Typhi PhoP-promoter GFP reporter, fluorescence, 4 h; higher % means a stronger effect. inhibition, % at 50 µM; hits with a dose series show IC50 in µM. 310,000 compounds, 0.33% hits; in the data active means a potency from the dose series; inconclusive means inhibition mostly from about 25% at the one dose, without a potency; inactive means the rest, 99 in 100 with inhibition below about 19%;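 further: 0% = induced wells with vehicle and 100% = uninduced wells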
M. tuberculosis HTS: M. tuberculosis growth inhibition, HTS (AID 449762). M. tuberculosis H37Rv growth inhibition, 7H9 media; higher % means a stronger effect. inhibition, % at 25 µM, or IC50 in µM where a hit was titrated. 330,000 compounds, 0.59% hits; in the data active means a potency from the dose series; inconclusive means inhibition above about 70% without an active follow-up result;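 further: bacterial growth assessed after seven days of incubation; strong numbers were not always called active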
H1N1 NS1A inhibition: NS1A inhibition, H1N1 influenza, cell based functional assay (AID 504329); NS1A functional cell-based assay, percent inhibition; higher % means a stronger effect; inhibition, % at 12.5 µM, or IC50 in µM where a hit was titrated; 340,000 compounds, 0.3% hits; in the data active means a potency from the dose series; inconclusive means inhibition above about 27% without an active follow-up result; further: strong numbers were not always called active
inhibitors of VEEV 10K pilot screen: recorded beside inhibitors of VEEV, whose call it bears; inhibition, %; measured here: 10K pilot screen inhibition
* hit, by the source's call; i = inactive; ? = inconclusive; . = not tested or not shown.

SMILES	inhibitors of VEEV	M. tuberculosis	PhoP GFP inhibition	M. tuberculosis HTS	H1N1 NS1A inhibition	others
CCOC(=O)C1=C(CSc2nccn2C)NC(=O)NC1c1ccc2c(c1)OCO2 (stereo not given)	0.3%	16.8%	-6.2%	-8.6%	-2.6%
C/C(=N\Nc1ccc(S(=O)(=O)Nc2ccccc2)cc1[N+](=O)[O-])c1ccncc1	.	-6.4%	7.3%	-2.9%	.
BrC(/C=C\c1ccccc1)=N/Nc1nc(N2CCOCC2)nc(N2CCOCC2)n1	3.7%	14.2%	-4.4%	57.9%	-0.1%
CSc1nc(C)c2c(n1)N(c1ccc(C(C)C)cc1)CC2	i	0.7%	-0.7%	7.4%	2.8%
Cc1ccccc1N(CC(=O)NC1CCCC1)C(=O)C1(C)CC(=O)N=C2C=CC(Cl)=CN21 (stereo not given)	2.6%	-31.6%	-3.7%	-2.0%	13.5%
COc1ccccc1N1C(=O)CC(Sc2n[nH]c(-c3cccc(C)c3)n2)C1=O (stereo not given)	1.0%	-15.5%	2.1%	-2.6%	5.2%
CCc1ccccc1NC(=O)c1ccccc1N1C(=O)C2C3C=CC(C3)C2C1=O (stereo not given)	0.4%	0.0%	4.7%	-10.2%	-11.4%
CNC(=O)COC(=O)c1ccc2c(c1)NC(=O)C1CCCN21 (stereo not given)	.	10.7%	0.8%	-7.3%	.
CCOC(=O)C1CCN(C(C)=C2C(=O)c3ccccc3C2=O)CC1	1.0%	4.7%	0.9%	-2.9%	2.1%
O=C(N/C(=C/c1ccccc1)C(=O)N1CCCCCC1)c1ccccc1	6.9%	-4.8%	4.9%	0.3%	8.8%
CCC(C)N(C(=O)COC(=O)Cc1n[nH]c(=O)c2ccccc12)C1CCS(=O)(=O)C1 (stereo not given)	i	-16.9%	0.4%	-2.5%	9.6%
Cc1cc(C)c2c(CC(=O)O)c(C)[nH]c2c1	0.2%	14.4%	-3.4%	6.9%	2.0%
CCn1c(CNc2nc3ccccc3n2C(C)C)nc2ccccc21	6.4%	57.4%	-0.8%	5.7%	-16.3%
CC(C)Oc1ccccc1NC(=O)CSc1nccn1C	i	8.7%	-1.2%	-10.2%	5.3%
Cc1cc2c(c(=O)o1)C1(C(=O)N(CC(=O)O)c3ccccc31)C(C#N)=C(N)O2 (stereo not given)	1.6%	.	-3.6%	-6.7%	29.6%
Cc1ccc(N(CC(=O)O)S(=O)(=O)c2cccc3nonc23)cc1	0.4%	-1.7%	3.6%	-2.5%	4.3%
CCn1c(C(C)NC(=O)c2cccs2)nc2ccccc21 (stereo not given)	1.3%	.	-4.3%	-3.4%	-3.4%
N#Cc1ccccc1S(=O)(=O)N1CCN(CC(O)c2ccccc2)CC1 (stereo not given)	0.2%	-4.6%	-8.0%	2.5%	-5.0%
CCOC(=O)c1sc(=S)n(-c2ccc(F)c(F)c2)c1N	0.3%	26.1%	-9.2%	5.4%	4.6%
COc1ccc(C)cc1NC(=O)C(CCS(C)(=O)=O)NC(C)=O (stereo not given)	0.5%	7.8%	-7.2%	-0.6%	-5.0%

Next part, overlapping the part above by two compounds.
SMILES	inhibitors of VEEV	M. tuberculosis	PhoP GFP inhibition	M. tuberculosis HTS	H1N1 NS1A inhibition	others
CCOC(=O)c1sc(=S)n(-c2ccc(F)c(F)c2)c1N	0.3%	26.1%	-9.2%	5.4%	4.6%
COc1ccc(C)cc1NC(=O)C(CCS(C)(=O)=O)NC(C)=O (stereo not given)	0.5%	7.8%	-7.2%	-0.6%	-5.0%
Cc1nn(-c2ccc(C(=O)Nc3nnc(C4CC4)s3)cc2)c(C)c1Cl	0.6%	6.8%	-0.1%	-1.0%	-1.1%
COc1ccc(OC)c(NC(=O)Cc2cccs2)c1	0.8%	8.1%	-5.7%	5.2%	2.0%
Cc1nc(SCC(=O)NCC2CCCO2)nc(C)c1C (stereo not given)	2.6%	-9.8%	.	4.5%	-10.1%
Cc1sc2nc(CN3CCOCC3)nc(NCCc3ccccc3)c2c1C	0.4%	42.7%	15.8%	?	16.4%
Cc1cccc(N2CCN(C(=O)c3noc4c3COc3ccc(C)cc3-4)CC2C)c1 (stereo not given)	8.1%	36.6%	-5.0%	-4.3%	8.6%
O=C(CSc1ccccc1)NCc1ccco1	0.3%	41.1%	-0.9%	-1.6%	10.6%
COc1ccc(C(=O)OCC(=O)NCC2CCCCC2)cc1S(=O)(=O)N1CCCc2ccccc21	i	-23.4%	6.9%	-4.1%	3.9%	inhibitors of VEEV 10K pilot screen=0.2
CSc1nsc(SCC(=O)N2CCCCC2)n1	0.4%	?	-0.5%	5.47µM*	4.6%
O=C(Cc1ccccc1[N+](=O)[O-])NCCC1=CCCCC1	0.7%	0.4%	3.4%	-1.4%	0.4%
Cc1nc2ccc(NC(=O)Cc3cccs3)cc2s1	0.1%	12.6%	1.8%	14.7%	0.5%
COc1cc(OC)c(N(C)C(=O)c2cc3c(s2)-c2ccccc2S(=O)(=O)C3)cc1Cl	5.9%	14.9%	-2.8%	-4.6%	8.0%
CCCCC(NC(=O)Cc1c(C)c2cc3c(C)c(C)oc3c(C)c2oc1=O)C(=O)O (stereo not given)	i	-10.8%	12.9%	5.0%	-8.4%
O=C(NC(=S)Nc1ccccc1N1CCOCC1)c1cccs1	11.7%	61.6%	-1.3%	1.4%	2.1%
COc1ccc(N(CC(=O)Nc2ccc(F)cc2F)S(=O)(=O)c2c(C)nn(C)c2C)cc1	i	19.6%	4.5%	6.1%	0.4%
CN(CC(=O)N1CCCCCC1)S(=O)(=O)c1ccc(Br)cc1	1.5%	14.2%	-6.7%	1.3%	1.3%
CC1(C)C(c2cccs2)=[N+]([O-])C2(CCCCC2=O)N1O (stereo not given)	0.8%	-23.5%	0.3%	-7.8%	-4.2%
CCC(=O)N1CCn2c1nc1ccccc12	i	8.7%	4.6%	-4.0%	6.7%
NC(=S)N/N=C/c1ccc2ccccc2c1	0.4%	?	-20.4%	13.8%	-0.5%
Fc1ccc(-c2csc(N3CCC(c4ccccc4)C3)n2)cc1 (stereo not given)	2.8%	-1.6%	-1.7%	21.7%	-5.1%
Cc1cc(C)c2c(N)c(C(=O)N/N=C/c3cccnc3)sc2n1	11.5%	-5.8%	0.4%	-0.4%	.
COc1ccc(CN(CC2CCC(C(=O)O)CC2)C(=S)Nc2ccccc2C)cc1 (stereo not given)	1.6%	-3.9%	-13.8%	-1.7%	3.3%
COc1cc2c(cc1OC)n(CC(=O)NC1CCCCCC1)n1c(C)cc(=O)nc21	0.5%	8.9%	7.3%	-3.7%	-3.6%
CCC(C)(C)c1ccc(O)cc1	1.5%	-9.8%	.	0.3%	3.0%
CCO[C@@H]1OC(C(=O)N2CCOCC2)=C[C@H](c2ccc(C(F)(F)F)cc2)[C@H]1CCCO	0.4%	9.0%	-4.6%	0.1%	-12.2%
CC(=O)c1ccc(C)cc1OC(=O)c1cccc(F)c1	0.9%	26.9%	7.4%	4.9%	-9.4%
COc1cccc(CC(=O)N2CCCC(CCC(=O)N3CCN(c4ccccn4)CC3)C2)c1 (stereo not given)	1.4%	-6.5%	15.0%	-3.0%	-3.0%
Cn1ccnc1COc1ccc(/C=N/O)cc1	0.2%	7.2%	-5.5%	3.4%	2.4%
Fc1cccc(-c2ncc(-c3ccccc3)o2)c1	1.3%	.	.	.	-6.3%
O=C(Nc1nccs1)c1cccc2ccccc12	0.6%	21.2%	-5.8%	-0.5%	-3.1%
CCOc1ccc(CN2CCNC(=O)C2CC(=O)NCc2cc(C)n(C)n2)cc1 (stereo not given)	3.6%	7.1%	-4.1%	-5.4%	6.6%
O=C(CN1C(=O)NC2(CCCCCC2)C1=O)Nc1ccc(Br)cc1Br	1.1%	-2.5%	.	?	-5.6%
O=C1CCC(=O)N1c1ccccc1	0.8%	5.3%	-6.0%	-1.8%	-0.8%
O=C(NCC(=O)N(c1ccc(Cl)cc1)C(C(=O)NC1CCCC1)c1cccnc1)c1ccco1 (stereo not given)	2.3%	1.4%	6.4%	-8.7%	-2.4%
COCCNC(=S)N1CCC(Cc2ccccc2)CC1	0.5%	17.0%	1.8%	1.9%	-12.4%
COC(=O)c1[nH]c2cc(OC)ccc2c1NC(=O)CN1CCC(C(N)=O)(N2CCCCC2)CC1	4.3%	17.3%	-3.7%	7.0%	-2.3%
COc1cc(/C=N/Nc2ccccc2)ccc1O	1.6%	-7.8%	1.4%	?	0.8%
CC[C@@H](C)C(N)c1cn([C@@H](CCC(=O)O)C(=O)N2CCNCC2)nn1 (stereo not given in full)	0.3%	3.2%	-3.4%	-7.1%	7.9%
Fc1ccc(NC(=S)Nc2ccc(Cl)cc2Cl)cc1	.	?	3.1%	6.8%	.
O=C1NC(=O)/C(=C/c2cccc([N+](=O)[O-])c2)N1	1.6%	4.9%	-2.0%	-6.7%	0.9%
O=C(Nc1cccnc1)C1CC(c2ccccc2O)=NO1 (stereo not given)	0.7%	6.9%	-2.6%	1.3%	0.5%

Arranged by heavy-atom count (falling): 7 of the compounds above
SMILES	inhibitors of VEEV	M. tuberculosis	PhoP GFP inhibition	M. tuberculosis HTS	H1N1 NS1A inhibition	others
COc1cccc(CC(=O)N2CCCC(CCC(=O)N3CCN(c4ccccn4)CC3)C2)c1 (stereo not given)	1.4%	-6.5%	15.0%	-3.0%	-3.0%
COc1ccc(CN(CC2CCC(C(=O)O)CC2)C(=S)Nc2ccccc2C)cc1 (stereo not given)	1.6%	-3.9%	-13.8%	-1.7%	3.3%
CC[C@@H](C)C(N)c1cn([C@@H](CCC(=O)O)C(=O)N2CCNCC2)nn1 (stereo not given in full)	0.3%	3.2%	-3.4%	-7.1%	7.9%
COCCNC(=S)N1CCC(Cc2ccccc2)CC1	0.5%	17.0%	1.8%	1.9%	-12.4%
O=C(Nc1nccs1)c1cccc2ccccc12	0.6%	21.2%	-5.8%	-0.5%	-3.1%
O=C1NC(=O)/C(=C/c2cccc([N+](=O)[O-])c2)N1	1.6%	4.9%	-2.0%	-6.7%	0.9%
O=C1CCC(=O)N1c1ccccc1	0.8%	5.3%	-6.0%	-1.8%	-0.8%

(further entries)
SMILES	inhibitors of VEEV	M. tuberculosis	PhoP GFP inhibition	M. tuberculosis HTS	H1N1 NS1A inhibition	others
CSc1ccc(S(=O)(=O)Nc2ccc(S(=O)(=O)Nc3ccc(C)cc3)cc2)cc1	0.7%	7.3%	11.0%	7.8%	-3.2%
Nc1ncc([N+](=O)[O-])s1	0.0%	1.8%	.	-0.2%	1.5%
O=C(CSc1nc(CCC2CCCC2)nc2ccccc12)NCc1ccc2c(c1)OCO2	i	12.4%	-1.1%	6.0%	1.2%
O=C(CCCN1C(=O)c2ccccc2C1=O)NCCc1ccc(OC(F)F)cc1	0.5%	16.7%	11.3%	-7.9%	-1.0%
O=C(CNC(=O)c1nn(Cc2ccccc2)c(=O)c2ccccc12)Nc1ccc(F)c(F)c1F	0.8%	-14.1%	.	5.0%	0.7%
O=C(O)CC(NS(=O)(=O)Cc1ccccc1)c1cccc([N+](=O)[O-])c1 (stereo not given)	0.2%	4.6%	3.0%	-2.2%	-18.1%
Cn1c(SCc2ccccn2)nnc1-c1ccccc1	2.1%	1.3%	4.3%	-6.7%	-7.7%
CCCc1nc2ccccc2c(=O)n1/N=C/c1ccc(O)cc1O	1.5%	-12.1%	16.7%	1.5%	-4.7%
Cc1ccc(C(=O)NCCc2ccc(S(N)(=O)=O)cc2)o1	1.3%	-8.2%	0.6%	-0.8%	5.7%
COc1ccc(C(=O)OCCN=C2NS(=O)(=O)c3ccccc32)cc1OC	4.0%	11.3%	-3.0%	1.2%	-1.5%
CCOC(=O)N1CCN(C(=O)CS(=O)(=O)Cc2nc(-c3cccc(OC)c3)oc2C)CC1	1.9%	2.8%	0.5%	1.7%	-0.8%
O=C(CNS(=O)(=O)c1ccc(Br)cc1)Nc1ccc2c(c1)OCCO2	i	.	.	.	-4.3%
CCOC(=O)c1ccccc1NC(=O)CSc1nc2ccccc2c(=O)n1CCCN1CCOCC1	40.8%	72.2%	.	57.4%	10.1%
COCCCNC(=O)Cn1c(=O)n(Cc2ccc(C(=O)NCCc3ccc(OC)c(OC)c3)cc2)c(=O)c2ccccc21	0.8%	8.8%	16.6%	-0.1%	9.6%
Cc1ccc(NC(=O)CC2SC(=NCC3CCCO3)NC2=O)cc1Cl (stereo not given)	2.2%	6.6%	1.2%	-3.9%	-0.2%
CCCCOCCCNc1ncnc2c1[nH]c1ccccc12	i	54.0%	71.1µM*	18.9%	-4.0%
NC(=O)C1CCN(C(=O)C(Cc2ccccc2)NC(=O)c2ccccc2)CC1 (stereo not given)	0.3%	-15.4%	.	-5.0%	5.4%
CCc1ccc(CNC(=O)CCS(=O)(=O)Cc2ccccc2F)cc1	i	28.9%	-2.9%	5.0%	-11.8%

High-throughput results deposited in PubChem by Southern Research Specialized Biocontainment Screening Center.
